Myeloid diff MLP: myeloid differentiation induction; ER-HoxA9 myeloid progenitors, lysozyme-GFP differentiation, flow cytometry; calls only at 10 µM; 360,000 tested, 1% active;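 active = normalized GFP-positive differentiation at or above the plate's own cutoff, the solvent-only control mean plus 3 SD; inconclusive = no clear call, values can overlap the other calls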;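 note: cells exposed to compound for four days before flow analysis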
NTR1 ag: NTR1-driven beta-arrestin-GFP spot formation – imaging, U2OS cells, high content, primary screen (AID 493036). activation, % at 20 µM. P30989. 330,000 tested, 0.17% active. agonist mode;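 active = activation at or above 40% of the spot to cytoplasm intensity ratio, with at least 20 cells analyzed; inconclusive = wells under 20 cells, flagged as cytotoxic or low count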;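 note: 0% = DMSO without peptide and 100% = 100 nM NTR1 peptide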
Target sequence (P30989 whole entry, looked up): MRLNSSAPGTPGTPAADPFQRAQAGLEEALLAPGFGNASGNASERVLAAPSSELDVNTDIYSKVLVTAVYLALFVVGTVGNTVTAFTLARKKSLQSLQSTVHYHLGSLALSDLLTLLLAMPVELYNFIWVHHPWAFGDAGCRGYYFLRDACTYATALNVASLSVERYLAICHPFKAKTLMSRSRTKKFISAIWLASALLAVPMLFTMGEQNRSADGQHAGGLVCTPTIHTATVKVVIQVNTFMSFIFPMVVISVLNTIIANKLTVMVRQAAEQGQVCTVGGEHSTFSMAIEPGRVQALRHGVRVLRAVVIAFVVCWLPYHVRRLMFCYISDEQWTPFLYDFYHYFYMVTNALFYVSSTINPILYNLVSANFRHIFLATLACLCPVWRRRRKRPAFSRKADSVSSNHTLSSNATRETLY
SV40 large T antigen: TAg ATPase/helicase activity blockers – biochemical (AID 1903); SV40 large T antigen ATPase/helicase inhibition assay; higher % means a stronger effect; inhibition, % at 20 µM; hits with a dose series show IC50 in µM; 310,000 tested, 0.39% active; in the data active = a potency from the dose series; inconclusive = inhibition mostly from about 32% at the one dose, without a potency; inactive = the rest, 99 in 100 with inhibition below about 32%; note: strong numbers were not always called active
Salmonella PhoP GFP: PhoP-dependent GFP reporter repression – Salmonella Typhimurium, primary screen (AID 1863). S. Typhimurium PhoP-regulated promoter GFP reporter, 4 h; higher % means a stronger effect. 300,000 tested, 0.16% active. inhibition, % at 50 µM; hits with a dose series show IC50 in µM;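 active = inhibition over 29.93%, a cutoff 3 SD above the screen mean, later confirmed by dose response; inconclusive = inhibition over 29.93% but no dose response follow-up; inactive = inhibition at most 29.93% or unconfirmed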;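 note: 0% = low Mg2+ inducing control and 100% = high Mg2+ repressing control; strong numbers were not always called active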
MgcRacGAP inhibition: MgcRacGAP GTPase-activating activity inhibitors, confirmation, biochemical, ADP Hunter fluorescence; MgcRacGAP-stimulated Rac1 GTP hydrolysis, ADP Hunter fluorescence; higher % means a stronger effect; GST-tagged Rac1 F28L mutant substrate; inhibition, % at 30 µM; hits with a dose series show IC50 in µM; 340,000 tested, 0.6% active;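 active = first-screen hits whose inhibition reached a set limit at any dose in the follow-up dose series; inconclusive = inhibition above the set first-screen limit but never retested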;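 note: fluorescence reports GDP produced by GAP-driven GTP hydrolysis; strong numbers were not always called active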
RSV antiviral HEp-2: RSV antiviral activity via CPE protection, HEp-2 cells, primary 10 µM value included (AID 2391); HEp-2 cells, RSV-induced CPE inhibition; higher % means a stronger effect; CPE inhibition, % at 10 µM, or IC50 in µM where a hit was titrated; 310,000 tested, 0.13% active; in the data active = a potency from the dose series; inconclusive = CPE inhibition mostly from about 23% at the one dose, without a potency; inactive = the rest, 99 in 100 with CPE inhibition below about 21%; note: strong numbers were not always called active
TNAP activation fold: human TNAP enzyme activators, primary screen, biochemical, luminescent, no phosphate acceptor, uHTS (AID 1001); purified TNAP, luminescent activation assay, no phosphate acceptor; higher activation fold means a stronger effect; activation fold at 20 µM; hits with a dose series show EC50 in µM; 200,000 tested, 0.03% active; in the data active = activation fold from about 3, or a potency from the dose series; inactive = the rest, 99 in 100 with activation fold below about 1.6; note: many of its hits are not listed in these tables
T cell modulator: T cell immune modulators affecting CD8 T cell-vesicle binding. 2C CD8+ T cell-vesicle binding, flow cytometry; active compounds read low. calls only at 7 µM. 330,000 tested, 0.068% active. AID 2052;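 active = response, share of CD8 T cells binding vesicles, and their 90th percentile fluorescence all below set limits, cut at about 80% in these data, passing the limit was not always enough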
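Incubation: binding step 1.5 h, 37 °C, antibody labelling 20 min, ice; system: murine 2C transgenic CD8+ T lymphocytes; technique: cytometric PE anti-B7-1 and Alexa647 anti-CD8 signals after 1% paraformaldehyde fixation; also added: QL9-charged Drosophila Ld/ICAM-1/B7-1 vesicles; control set: naked versus QL9-loaded vesicles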
UTI89 phage lysis: inhibition of K1F phage lysis, E. coli UTI89, bacterial capsule biogenesis inhibitors, alamar blue (AID 488966). 340,000 tested, 0.02% active. E. coli UTI89 K1F phage lysis, alamar blue, 2 h; higher % means a stronger effect. inhibition, % at 100 µM, or IC50 in µM where a hit was titrated;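 active = phage lysis inhibition, versus mean bacterial control, above a set limit; inconclusive = no clear call, values can overlap the other calls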;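 note: capsule biogenesis inhibitors block K1F phage lysis so surviving cells raise fluorescence; higher fluorescence means more inhibition of phage lysis; actives were called in the ten point dose series up to 300 µM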
T cell modulator vesicle-bound %: also measured in T cell modulator; calls as there; double positive events, %; measured here: CD8+ vesicle-bound cell fraction;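 binding gate set so that unloaded-vesicle control wells show 10% double positive cells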
NTR1 ag cell count 20 µM: second read-out of NTR1 ag, no call of its own (marks repeat the call); cell count; measured here: cell count, cytotoxicity flag
Myeloid diff MLP GFP+ MAC1+ %: also measured in Myeloid diff MLP; calls as there; GFP+ MAC1+ double positive, %; measured here: differentiation confirmed by MAC1 staining
An asterisk follows results filed as active; i = inactive; ? = inconclusive; . = not tested or not shown; [ ] = remark or other dose.

SMILES	Myeloid diff MLP	Myeloid diff MLP GFP+ MAC1+ %	NTR1 ag	NTR1 ag cell count 20 µM	SV40 large T antigen	Salmonella PhoP GFP	MgcRacGAP inhibition	RSV antiviral HEp-2	TNAP activation fold	T cell modulator	T cell modulator vesicle-bound %	UTI89 phage lysis
CCn1c(C(=O)O)c(CC(=O)Nc2cccc(C(F)(F)F)c2)c2ccccc21	i	0.2	1.5	48	19.8%	-3.6%	9.7%	?	.	i	40.2	0.1%
Cc1ccc(NC(=O)C(=O)NCCN2CCN(S(C)(=O)=O)CC2)cc1C	i	0.4	-0.6	32	2.3%	-5.7%	7.4%	2.2%	1.1	i	6.2	0.2%
Cc1nc2ccccn2c1/C(O)=C1\C(=O)C(=O)N(CCN2CCOCC2)C1c1cccs1 (stereo not given)	i	6.9	0.5	68	11.4%	0.6%	10.2%	2.0%	1	i	59.3	-0.9%
NC(=O)c1ccc(NC(=O)CN2CCN(S(=O)(=O)c3ccc4ccccc4c3)CC2)cc1	i	1.4	-2.0	45	.	.	4.7%	0.0%	.	i	27.2	1.3%[50 µM]
COc1ccc(-c2cc(C(=O)Nc3c(C)n(C)n(-c4ccccc4)c3=O)no2)cc1	i	0.7	2.7	49	11.1%	-5.9%	-10.7%	1.3%	1.1	i	29.5	-0.1%
O=C(CSc1nnc(NC(=O)C2CC2)s1)NCc1ccco1	i	1.2	0.4	54	10.1%	4.9%	0.7%	-0.2%	1.1	i	43.3	2.0%[50 µM]
COC(=O)CSC(C(=O)Nc1ccc(C)c(C)c1)c1ccccc1 (stereo not given)	i	2.0	-1.0	85	0.7%	-3.3%	-11.1%	1.8%	1.2	i	60.0	0.4%
Cc1ccc2c(c1)C(=O)C(=O)N2CC(=O)Nc1ccccc1NC(=O)c1ccccn1	?	.	3.0	57	-2.6%	-5.9%	14.7%	0.6%	.	i	16.5	0.6%
CC1Cc2ccccc2N1C(=O)CSc1nc2ccccc2s1 (stereo not given)	i	0.6	0.8	88	9.2%	-7.9%	11.8%	?	1.1	i	55.6	0.1%
CCn1c2ccccc2c2cc(NC(=O)COC(=O)c3ccccc3F)ccc21	i	1.2	10.0	64	1.6%	-3.4%	7.2%	?	1.1	i	12.7	0.8%[50 µM]
CCOC(=O)[C@@H]1[C@H]2COc3cc(OC)ccc3[C@@H]2N2C(=O)N(c3cccc(Cl)c3)C(=O)[C@]12C	i	1.4	-1.8	58	3.3%	8.8%	2.1%	1.1%	.	i	16.1	2.2%
COc1cc(O)c(C(CCN2CCCC(C)C2)c2ccc3c(c2)OCO3)c(OC)c1 (stereo not given)	i	2.0	-2.3	86	7.2%	-5.1%	3.1%	-0.4%	.	i	23.5	0.4%
COC(=O)Cn1cc([N+](=O)[O-])nc1C	i	0.1	0.5	57	9.2%	-2.1%	3.1%	1.3%	1.1	i	19.8	-1.3%
COc1ccccc1NC(=O)c1ccc(S(=O)(=O)N(C)c2ccccc2)cc1	i	1.1	-2.7	61	.	.	0.7%	2.0%	.	i	42.2	-0.1%[50 µM]
O=C(NCCCN1CCCC1=O)c1ccc(NS(=O)(=O)c2ccc(F)cc2)cc1	i	0.3	-1.5	82	.	.	-0.6%	1.6%	.	i	19.8	0.8%[50 µM]
CC(C)CNc1nc(Oc2ccc(=O)[nH]n2)nc(N2CCOCC2)n1	i	0.0	0.9	41	11.2%	-8.2%	4.2%	2.1%	1.1	i	55.5	0.2%
Cc1ccc(NC(=O)c2ccc([N+](=O)[O-])o2)cc1C	.	.	5.0	34	8.8%	-3.7%	5.1%	?	1	i	54.2	-2.8%
C=CCCC(=O)N1CCC(n2nccc2NC(=O)c2ccccc2C)CC1	i	0.7	1.6	68	13.8%	10.9%	4.4%	1.4%	.	i	27.9	-0.3%
O=c1[nH]c(SCc2ccccc2Cl)nc2c1cnn2-c1ccccc1	i	1.4	6.4	51	-0.2%	-6.2%	3.8%	0.6%	1.1	i	47.3	-1.3%
CCOC(=O)Cn1c(=O)oc2cc(S(=O)(=O)N(C)c3ccc(OC)cc3)ccc21	i	0.5	0.9	61	15.0%	1.7%	8.2%	-0.3%	.	i	22.2	-0.1%[50 µM]
CC(/C=C/c1ccccc1)=N/NC(=O)CNC(=O)c1ccccc1F	i	0.1	2.2	35	7.0%	0.4%	0.4%	-0.9%	1	i	35.6	-1.1%
CCOCCCn1c(SCC(=O)Nc2cccc(S(=O)(=O)NC3=NCCCCC3)c2)nc2ccccc2c1=O	i	0.9	-1.7	41	1.7%	-9.7%	8.8%	0.9%	.	i	34.9	-1.0%[50 µM]
O=c1c(-c2ccc(O)cc2O)coc2cc(O)cc(O)c12	i	4.2	-2.0	97	26.1%	-8.3%	19.3%	2.8%	1.1	i	32.8	i
C=CCOC(=O)C1=C[C@H](c2cn(C(C)=O)c3ccccc23)C[C@H](OCCCCO)O1	i	6.5	1.1	60	9.1%	-4.1%	8.9%	2.2%	1	i	44.2	1.3%
CCN(CC)c1ccc(/C=N/NC(=O)c2cccc(S(=O)(=O)N3CCOCC3)c2)c(O)c1	?	.	2.5	36	4.7%	12.6%	7.7%	1.3%	2.1	i	62.1	0.0%
O=C1NCCN1Cc1cccc(Cl)c1	i	7.1	0.3	36	15.8%	12.9%	6.3%	1.0%	1.1	i	5.2	0.3%
CCOC(=O)c1c(NC(=O)COC(=O)c2cnc(C)cn2)sc(C(=O)N(C)C)c1C	i	0.7	0.2	62	15.3%	2.3%	7.7%	-0.1%	.	i	48.8	0.5%[50 µM]
c1ccc(Nc2c3c(nc4ccccc24)CCC3)cc1	i	0.0	2.0	87	-1.4%	20.2%	10.4%	11.3%	1.1	i	65.6	0.3%
O=C(Nc1ccncc1)c1ccc(C(=O)Nc2ccncc2)cc1	i	0.1	0.4	33	3.9%	-1.0%	6.5%	1.3%	1.1	i	33.4	0.1%
CC1=C(C(=O)N2CCOCC2)C(c2cc(C)ccc2C)NC(=S)N1 (stereo not given)	i	0.1	1.2	54	-1.7%	10.8%	3.9%	0.6%	0.9	i	11.9	-0.2%
O=C(NCCS(=O)(=O)N1CCN(c2ccccc2)CC1)C1CC(=O)N(c2ccccc2)C1 (stereo not given)	i	1.7	-0.3	76	8.1%	-0.9%	8.1%	1.5%	.	i	10.6	0.2%
Cc1ccc(NC(=O)[C@@H]2CCCN2S(=O)(=O)c2ccc(Cl)cc2)cc1	i	0.8	3.7	55	.	.	9.1%	.	.	i	22.2	-3.4%
CCc1ccccc1N(C)C(=O)CCc1nc(-c2ccc(C)cc2)no1	i	0.9	1.1	67	-2.3%	1.8%	5.1%	16.9%	0.8	i	34.2	0.5%
COc1ccc(OCC(=O)N/N=C2\CCCc3ccccc32)cc1	i	0.6	1.7	50	23.2%	-5.1%	8.6%	1.1%	1.1	i	52.8	-1.9%
O=C(COC(=O)c1ccc(C(F)(F)F)cc1)Nc1cccc(S(=O)(=O)N2CCCCC2)c1	i	0.6	-1.2	56	.	.	3.8%	0.0%	.	i	20.2	-0.1%[50 µM]
Cn1c(-c2ccc3c(c2)OCO3)cnc1NCc1cccc(O)c1	i	0.1	0.2	50	1.4%	-0.1%	26.8%	-2.3%	1.1	i	63.8	-2.6%
Cc1onc(-c2ccccc2)c1C(=O)NNC(=O)c1ccccc1	i	0.8	-0.9	60	.	.	4.8%	-0.2%	.	i	15.4	0.5%[50 µM]
O=C(NCc1ccco1)c1c[nH]c2ccc(S(=O)(=O)N3CCOCC3)cc2c1=O	i	0.9	.	.	8.8%	-4.7%	12.3%	.	1.1	.	.	2.1%
COc1ccccc1NC(=O)c1ccccc1N(Cc1ccccc1)S(C)(=O)=O	i	0.0	-1.3	68	9.5%	-7.8%	-13.8%	2.4%	.	i	53.9	-2.3%
CCOC(=O)c1ccc(NC(=O)N2CCCCCC2)cc1	i	3.4	0.8	61	3.3%	-2.2%	9.6%	5.1%	.	i	6.7	0.8%[50 µM]
O=C(Nc1csc([N+](=O)[O-])c1)Nc1c(Cl)cccc1Cl	i	1.5	-0.5	42	15.4%	-3.3%	-2.9%	.	.	i	58.4	-1.6%
CS(=O)(=O)N(Cc1ccc(Cl)cc1)c1ccc(C(=O)N/N=C/c2cc3ccccc3nc2Cl)cc1	i	1.0	17.0	66	-2.1%	3.9%	5.4%	19.4%	1.1	i	44.7	-1.5%[50 µM]
CS(=O)(=O)N1CCN(c2ccc([N+](=O)[O-])c(N3CCOCC3)c2)CC1	i	3.2	1.0	50	3.6%	19.6%	-4.1%	-1.1%	1	i	38.3	-0.2%
CCS(=O)(=O)c1nc(S(=O)(=O)c2ccc(C)cc2)c(N2CCN(C)CC2)s1	?	.	0.3	62	6.9%	-10.9%	3.2%	1.7%	.	i	35.8	0.1%
Cc1ccc(NC(=O)COC(=O)c2ccc(CN3CCCC3=O)cc2)c(Cl)c1	i	0.4	0.8	57	.	.	3.2%	2.5%	.	i	24.1	0.8%[50 µM]
O=C(NCc1ccco1)C1CCCCN1S(=O)(=O)c1ccc(F)cc1 (stereo not given)	i	1.6	0.7	86	11.5%	-4.9%	8.9%	2.5%	1.1	i	34.2	0.0%
CC1CCC2(CC1)NC(=O)N(CC(=O)NC1CCCCC1C)C2=O (stereo not given)	i	1.9	-0.5	81	.	.	0.4%	.	.	i	30.3	0.9%
CC1=CC(=O)C=CC1(C)C(Cl)Cl (stereo not given)	i	0.4	2.3	34	-0.7%	1.4%	4.5%	3.8%	1.1	i	45.1	-0.2%[50 µM]
Cc1ccc(C(=O)/C=C/Nc2ccccc2C(N)=O)o1	i	3.5	-0.8	40	-3.4%	11.8%	4.3%	2.3%	1	i	28.2	3.9%

Screening results (PubChem BioAssay)
